# High-throughput results (PubChem BioAssay)
# GAA glycogen mod – inhibitors or activators of human alpha-glucosidase glycogen cleavage; recombinant GAA, glycogen substrate, Amplex Red glucose oxidase fluorescence; 300,000 compounds, 0.38% hits; Potency, µM (highest dose often 76.4 µM), for inactives: at the highest dose activity change, negative = inhibition, hits mostly inhibitors;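 note: 0% = full enzyme reaction and -100% = no-enzyme basal signal; the screen sought inhibitors and activators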
#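 Recombinant human enzyme (4 nM); glycogen substrate; 37 C, 40 min, pH 5.0. Readout: coupled glucose oxidase/Amplex Red fluorescence.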
# Tau fluor counter – counter-screen for tau fibril formation inhibitors; tau K18 P301L Alexa594 fluorescence, heparin fibrillization; Potency, µM (top dose mostly 57.7 µM), for the others: at the top dose activity change, negative = decrease; 280,000 compounds, 0.93% hits; note: % is set by controls: 0 for no effect and ±100 for the full control effect; nearly all actives have a fitted effect of over 55% in size
#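 Human tau K18 P301L (15 uM unlabeled, 0.24 uM Alexa 594-labeled) in 100 mM sodium acetate pH 7 with 20 uM heparin, 6 hr at 37 C. ThT 30 uM added, 1 hr ambient; Alexa 594 FP and total fluorescence read at 555/632 nm.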
# aGal spleen mod – inhibitors or activators of human alpha-galactosidase in spleen homogenate; human spleen homogenate, 4MU-alpha-Gal fluorescence, 40 min; AID 2107; Potency, µM (doses to about 80 µM), for inactives: at the highest dose activity change, negative = inhibition, usual class: inhibitors; P06280; 240,000 compounds, 0.008% hits;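 note: 0% = enzyme with vehicle and -100% = no enzyme basal signal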
# Target sequence (P06280 32-429 limits assumed): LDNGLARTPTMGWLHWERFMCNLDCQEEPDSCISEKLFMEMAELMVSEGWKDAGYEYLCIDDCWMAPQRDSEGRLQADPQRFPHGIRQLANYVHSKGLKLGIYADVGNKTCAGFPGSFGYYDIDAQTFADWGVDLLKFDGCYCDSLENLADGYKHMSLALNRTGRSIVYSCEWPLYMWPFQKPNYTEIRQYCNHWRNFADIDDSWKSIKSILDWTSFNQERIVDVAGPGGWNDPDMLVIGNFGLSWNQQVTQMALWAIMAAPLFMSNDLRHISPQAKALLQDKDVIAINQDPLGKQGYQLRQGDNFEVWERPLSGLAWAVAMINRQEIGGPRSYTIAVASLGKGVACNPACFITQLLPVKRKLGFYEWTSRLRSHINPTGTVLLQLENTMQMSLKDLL
#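 Human spleen homogenate (1 ug) as enzyme source, 4-methylumbelliferyl-alpha-D-galactopyranoside 1 mM final, citrate/phosphate pH 5.0 with 0.01% Tween-20. Compounds 40 min at 37C, NaOH/glycine stop; fluorescence Ex 365/Em 440, Hill-fit AC50.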
# Tau fibril FP – inhibitors of human tau fibril formation; Potency, µM (highest dose often 57.7 µM), inactives show at the top dose activity, negative = inhibition, hits mostly inhibitors; 280,000 compounds, 0.39% hits; K18 P301L tau heparin fibrillization, Alexa594 FP, 6 h; note: % is set by controls: 0 for no effect and ±100 for the full control effect; nearly all actives have a fitted effect of over 55% in size
# Target sequence (P10636 561-689 P618L limits assumed): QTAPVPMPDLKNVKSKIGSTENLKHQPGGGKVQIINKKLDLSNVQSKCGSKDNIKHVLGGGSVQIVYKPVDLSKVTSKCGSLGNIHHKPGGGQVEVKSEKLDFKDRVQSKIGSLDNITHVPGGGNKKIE
#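 K18 P301L tau (15 uM unlabeled/0.24 uM Alexa 594-labeled, final) + compound + heparin 20 uM final; 100 mM NaOAc pH 7; 6 hr 37 C; ThT 30 uM final added, 1 hr RT; FP ex 555/em 632 nm.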
# HTT ATP protect – cytoprotection in Huntington HTT-Q103 PC12 cell model | PC12 HTT-Q103 induced, cytoprotection, ATP luminescence, 40 h | Potency, µM (top dose mostly 56.4 µM), without a hit: cytoprotection (ATP increase), actives largely listed as activators | 230,000 compounds, 0.14% hits | AID 1471;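 note: % of control where 0% means no effect; nearly all actives have a fitted effect of over 45% in size; toxic huntingtin expression switched on by the ecdysone agonist tebufenozide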
#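 Compounds were screened for protection of PC12 cells against cell death after tebufenozide induction (100 nM final) of mutant Huntingtin exon 1 (Q103) fused to GFP.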
# Tau ThT inhib – tau fibrillization inhibition (ThT binding). recombinant tau K18 P301L, heparin-induced fibrillization, ThT fluorescence. Potency, µM (highest dose often 57.4 µM), for inactives: at the top dose activity, negative = inhibition, usual class: inhibitors. 270,000 compounds, 2.1% hits. AID 1460; note: % is set by controls: 0 for no effect and ±100 for the full control effect; nearly all actives have a fitted effect of over 55% in size
#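 Fibril formation assay: tau K18 P301L at 15 uM with trace Alexa 594 label, heparin inducer 20 uM, pH 7 sodium acetate buffer, 37 C for 6 hr; endpoint ThT signal.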
# GAA inh – alpha-glucosidase (human) inhibition; 200,000 compounds, 0.005% hits; AID 1466; Potency, µM (top dose mostly 76.9 µM), without a hit: at the top dose activity change, negative = inhibition, hits mostly inhibitors; purified human GAA, 4-MU-alpha-glucoside fluorescence;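 note: plate controls were uninhibited enzyme wells for no effect and no-enzyme background for full effect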
#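 Compounds are titrated up to 77 uM against 4 nM human enzyme. Substrate 4-methylumbelliferyl-alpha-D-pyranoside (400 uM) reacts 20 min at room temperature in pH 5.0 buffer; liberated 4-methylumbelliferone is read at 440 nm.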
# aGlu spleen mod – inhibits or activates alpha-glucosidase in human spleen homogenate | P10253 | 240,000 compounds, 0.006% hits | AID 2112 | Potency, µM (doses to about 79.9 µM), for the others: at the highest dose activity change, negative = inhibition, most hits filed as inhibitors | human spleen homogenate, 4-MU-alpha-glucoside fluorescence;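 note: 0% = enzyme with vehicle and -100% = no enzyme basal signal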
#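 Enzyme source: human spleen homogenate, 1 ug/well. Buffer 50 mM citric acid/K phosphate pH 5.0, 0.01% Tween-20. 4-MU-alpha-glucoside 1 mM; 37 C x 40 min; NaOH/glycine stop; fluorescence.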
# * marks the source's active call; other numbers are inactive results; ? = inconclusive; nt = no result given; [ ] = another dose, or the depositor's remark. Calls come from the whole dose curve; as a rule, active = well fitted curve in the direction sought with a large enough effect; inconclusive = small, poorly fitted or top-dose-only effect, or another doubt; inactive = no such curve, though single readings can be large; an effect the other way counts as inactive or inconclusive. Potency is the fitted concentration of half-maximal effect.
# Start of the data: the first 2 compounds, ahead of the listing:
SMILES,GAA glycogen mod,Tau fluor counter,aGal spleen mod,Tau fibril FP,HTT ATP protect,Tau ThT inhib,GAA inh,aGlu spleen mod
COC(=O)C1=C(C)OC(N)=C(C#N)C1c1cc2cccc(C)c2nc1Cl (stereo not drawn),-24%,-5%,3%,-5%,?,?,4%,7%
CCOc1ccc(CCNC(=O)c2cccc(C#N)c2)cc1OCC,?,-1%,3%,1%,12%[10 µM],-1%,?,5%

# The list itself, from the start:
SMILES,GAA glycogen mod,Tau fluor counter,aGal spleen mod,Tau fibril FP,HTT ATP protect,Tau ThT inhib,GAA inh,aGlu spleen mod
COC(=O)C1=C(C)OC(N)=C(C#N)C1c1cc2cccc(C)c2nc1Cl (stereo not drawn),-24%,-5%,3%,-5%,?,?,4%,7%
CCOc1ccc(CCNC(=O)c2cccc(C#N)c2)cc1OCC,?,-1%,3%,1%,12%[10 µM],-1%,?,5%
COc1ccc(C(=O)/C=C/N(C)C)cc1,-1%,-14%,-2%,?,-21%[10 µM],?,-10%,-7%
COCCn1c(=O)[nH]c2cc(C(=O)N3CCN(c4ccccc4OC)CC3)ccc2c1=O,5%,0%,-1%,6%,-41%,-3%,9%,-2%
CCOc1ccc(C(C)=O)cc1CSc1nnc(N)s1,10%,-3%,3%,11%,4%,-4%,3%,-15%
Cn1cnnc1SCC(=O)c1ccc(O)c(O)c1,6.3µM*,1%,-4%,-2%,nt,-2%,-3%,4%
Cc1ccc(C(=O)C(C)OC(=O)c2n[nH]c(=O)c3ccccc23)cc1 (stereo not drawn),-3%,-3%,-6%,0%,5%,-5%,-1%,-6%
CCCc1ccc(C2C3=C(CC(C)(C)CC3=O)NC3=C2C(=O)c2ccccc23)cc1 (stereo not drawn),-15%,?,-29%,9%,-39%[inhibitor],?,-8%,-10%
C=CCNC(=O)CN1CCC(NC(=O)c2ccco2)CC1,-3%,6%,1%,4%,-26%[10 µM],-1%,-19%,4%
CN1C(=O)C2(C(C#N)=C(N)N(c3cc(Cl)cc(Cl)c3)C3=C2C(=O)CC(C)(C)C3)c2ccccc21 (stereo not drawn),8%,3%,5%,-1%,-7%,-1%,-5%,-7%
COCCOC(=O)c1sc2nc[nH]c(=O)c2c1C,-3%,-5%,5%,5%,-19%,-5%,3%,2%
COc1ccc(-c2noc(CCc3ccccc3)n2)cc1,-4%,-21%,4%,-11%,16%[10 µM],?,-5%,-4%
COc1cc(/C=C(\C#N)c2nc3ccccc3s2)cc([N+](=O)[O-])c1O,-4%,16µM*[quencher],-1%,-3%,nt,1.4µM*,-11%,-7%
CCOC(=O)N1CCC(NC(=O)CCc2nc(-c3ccc(C)cc3)no2)CC1,1%,12%,4%,1%,-15%,11%,-19%,1%
COc1cc(NS(=O)(=O)c2ccc(NC(=O)/C=C/c3cccc([N+](=O)[O-])c3)cc2)ncn1,-5%,-17%,-7%,-4%,-1%,-11%,1%,-7%
O=C1NC2(CCCCC2)NN1c1ccccc1,?,1%,9%,6%,-12%,-7%,2%,1%
CCOCCCNC(=O)C(NC(=O)c1cnccn1)c1ccc(OC)cc1 (stereo not drawn),-8%,-4%,-1%,-3%,-30%,-5%,0%,1%
COc1cccc(-c2nc(N3CCN(c4ccccc4)CC3)c3ccccc3n2)c1O,-22%,-25%,5%,17%,-4%,?,7%,2%
Cc1cc(C)c(NC(=O)CN2C(=O)NC3(CCCCC3)C2=O)c(Cl)c1,0%,6%,-2%,6%,-8%[10 µM],5%,-6%,-1%
CCn1nnnc1SCC(=O)N1CCCc2ccccc21,-4%,-3%,-3%,2%,-5%[10 µM],-6%,0%,-1%
CCC1(C)Cc2nc3[nH]c(=S)n(-c4ccccc4)c(=O)c3cc2CO1 (stereo not drawn),4%,9%,7%,-7%,0%[10 µM],2%,-7%,6%
N#CCCn1cc(C(=O)N2CCOCC2)c(-c2ccc3c(c2)OCCO3)n1,4%,-6%,6%,2%,-22%,-5%,-6%,6%
O=C(CN1CCOCC1)N/N=C/C=C/c1ccccc1,9%,-3%,5%,4%,-5%,-4%,-12%,nt
c1ccc(-c2csc(-n3cccn3)n2)cc1,2%,1%,-15%,2%,-3%[10 µM],-4%,6%,-7%
Cc1cc2oc(=O)cc(CSc3nnc(-c4cccs4)o3)c2cc1C(C)C,7%,7%,10%,6%,6%[10 µM],7%,3%,2%

# Retrieved by structure from the entries so far (four):
SMILES,GAA glycogen mod,Tau fluor counter,aGal spleen mod,Tau fibril FP,HTT ATP protect,Tau ThT inhib,GAA inh,aGlu spleen mod
COC(=O)C1=C(C)OC(N)=C(C#N)C1c1cc2cccc(C)c2nc1Cl (stereo not drawn),-24%,-5%,3%,-5%,?,?,4%,7%
COCCn1c(=O)[nH]c2cc(C(=O)N3CCN(c4ccccc4OC)CC3)ccc2c1=O,5%,0%,-1%,6%,-41%,-3%,9%,-2%
COc1ccc(-c2noc(CCc3ccccc3)n2)cc1,-4%,-21%,4%,-11%,16%[10 µM],?,-5%,-4%
CCOc1ccc(C(C)=O)cc1CSc1nnc(N)s1,10%,-3%,3%,11%,4%,-4%,3%,-15%

# Continued.
SMILES,GAA glycogen mod,Tau fluor counter,aGal spleen mod,Tau fibril FP,HTT ATP protect,Tau ThT inhib,GAA inh,aGlu spleen mod
Cc1ccc2[nH]c(C)c(CC(=O)O)c2c1,?,-18%,-7%,3%,1%,?,-9%,-5%
Cc1c(-c2ccc(O)cc2)nc2nc(-c3ccccc3)c(-c3ccccc3)nn12,-8%,?,-1%,9%,8%[10 µM],?,nt,-3%
COc1cccc(Nc2ncnc3ccccc23)c1,2%,-17%,6%,4%,-61%[inhibitor],-20%,-1%,4%
Cc1ccccc1CNC(=O)c1cc(COc2ccc(F)cc2F)on1,9%,-24%,-5%,-6%,19%[10 µM],-14%,nt,-9%
CC(=O)Nc1ccc(OCC(O)CN2CCN(Cc3ccccc3)CC2)cc1 (stereo not drawn),3%,6%,9%,4%,-28%[10 µM],-2%,-1%,0%
Cc1ccc(C)c(NC(=O)CSc2nc3nccnc3c(=O)n2CCc2c[nH]c3ccccc23)c1,7%[76.3 µM],-3%,nt,-4%,nt,-9%,nt,nt
COc1ccc(-c2nnc(N(C)C(=O)C3CCCO3)s2)cc1 (stereo not drawn),0%,1%,8%,-1%,-23%[10 µM],-3%,-3%,9%
Nc1nc(NCc2ccccc2)nc(Nc2cccc(F)c2)c1[N+](=O)[O-],2%,-9%,3%,-9%,-26%,-1%,0%,-6%
Cc1cnc(NC(=O)C2(c3ccccc3)CC2)s1,7%,3%,-12%,8%,-5%,3%,6%,-4%
O=S(=O)(NCc1csc(-c2cccs2)n1)c1ccc(Cl)cc1,-3%,?,2%,-7%,6%[10 µM],?,nt,2%
COc1ccc(Cl)cc1C(=O)Nc1nnn(C)n1,-5%,-4%,15%,-1%,-1%[10 µM],-7%,-1%,6%
Cc1cc(C)n(-c2ccc(C(=O)Nc3ccc(S(=O)(=O)NCc4ccco4)cc3)cc2)n1,-6%,?,8%,-2%,-18%[10 µM],-15%,?,0%
CCc1ccc(NC(=O)Cn2c(=O)n(CCCCC(=O)NCc3ccccc3Cl)c(=O)c3ccccc32)cc1,14%[76.3 µM],?,nt,-16%,nt,-10%,nt,nt
COc1cc(C(c2nnnn2C2CCCC2)N2CCN(C)CC2)cc(OC)c1OC (stereo not drawn),11%,-3%,-2%,-1%,2%,-4%,-6%,1%
CCCn1c(N2CCN(C(=O)Nc3ccccc3)CC2)nc2ccccc21,-2%,-16%,-5%,3%,0%[10 µM],-12%,-4%,-5%
COc1cc(OC)cc(C(=O)NNC(=S)Nc2ccccc2OC)c1,5%,-6%,-1%,13%,nt,?,1%,5%
Cc1ccc(C)c(NC(=S)NC(NC(=O)/C=C/c2ccccc2)C(Cl)(Cl)Cl)c1 (stereo not drawn),-5%,-7%,8%,?,-82%[inhibitor],-1%,3%,-5%
